Bioassay records: PubChem, National Center for Advancing Translational Sciences (NCATS)
KAT2A inh: inhibitors of human GCN5L2 histone acetyltransferase. GCN5L2 HAT assay, ThioGlo1 CoA-SH fluorescence. Q92830. Potency, µM (titrated, usually from 58.9 µM), without a hit: at the top dose activity change, negative = inhibition, hits mostly inhibitors. 0.21% of 390,000 active
Target sequence (Q92830 whole entry, looked up): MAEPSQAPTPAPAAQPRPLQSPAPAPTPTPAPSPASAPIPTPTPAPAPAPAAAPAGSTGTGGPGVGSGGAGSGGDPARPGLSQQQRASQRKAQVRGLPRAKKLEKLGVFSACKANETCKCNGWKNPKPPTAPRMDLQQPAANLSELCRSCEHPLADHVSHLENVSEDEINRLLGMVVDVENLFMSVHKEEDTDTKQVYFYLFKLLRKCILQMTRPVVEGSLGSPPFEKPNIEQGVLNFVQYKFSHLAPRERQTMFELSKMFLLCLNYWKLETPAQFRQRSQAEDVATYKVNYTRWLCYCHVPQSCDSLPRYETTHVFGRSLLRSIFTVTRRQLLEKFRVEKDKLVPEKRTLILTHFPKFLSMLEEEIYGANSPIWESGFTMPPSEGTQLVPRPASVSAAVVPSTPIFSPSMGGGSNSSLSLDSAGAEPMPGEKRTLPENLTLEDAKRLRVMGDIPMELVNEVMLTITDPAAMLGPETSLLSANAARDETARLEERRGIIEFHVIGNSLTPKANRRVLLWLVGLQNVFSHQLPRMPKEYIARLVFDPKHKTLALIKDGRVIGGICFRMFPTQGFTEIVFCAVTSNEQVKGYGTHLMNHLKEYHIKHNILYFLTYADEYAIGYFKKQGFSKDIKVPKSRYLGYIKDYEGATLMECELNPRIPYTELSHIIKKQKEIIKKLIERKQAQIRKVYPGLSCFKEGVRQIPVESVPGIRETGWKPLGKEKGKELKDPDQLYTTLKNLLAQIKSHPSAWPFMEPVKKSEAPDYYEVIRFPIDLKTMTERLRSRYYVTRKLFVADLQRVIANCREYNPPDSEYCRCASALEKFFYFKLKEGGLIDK
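Enzyme at 20nM final was mixed with library compounds for 15 min at room temperature. Peptide H3(1-25) at 75uM, acetyl-CoA at 70uM and ThioGlo1 at 50uM were then added. Plates were read immediately and after 20 min (Ex340nm/Em540nm).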
TDP1 cell CPT: growth inhibition of DT40 Tdp1-/-;hTDP1 cells with camptothecin (screen for TDP1 inhibitors) | Potency, µM (titrated, usually from 46.2 µM), without a hit: top-dose activity change, negative = growth inhibition, actives largely listed as inhibitors | chicken DT40 Tdp1-/-;hTDP1 cells + 20 nM CPT, ATP luminescence, 48 h | 12% of 420,000 active | AID 686979; further: nearly all actives have a fitted effect of over 55% in size
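Chicken DT40 Tdp1-/- cells complemented with human TDP1, 400 cells/well, exposed to compounds plus 20 nM camptothecin for at least 48 h at 37 C; viability read as ATP content by CellTiter-Glo luminescence.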
FEN1 inh: blocks human flap endonuclease 1 | 0.35% of 390,000 active | P39748 | Recombinant FEN1 flap cleavage, fluorescence, 15 min | AID 588795 | Potency, µM (top dose mostly 114 µM), for the others: top-dose activity change, negative = inhibition, hits mostly inhibitors; further: nearly all actives have a fitted effect of over 65% in size
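Steps: FEN1 (10 nM) dispensed; compound added by pin tool; 15 min at room temperature; substrate added to 50 nM final; reads at 0 min and 15 min; data normalized and fitted (four-parameter Hill).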
* marks the source's active call; other numbers are inactive results; u = inconclusive; x = not tested or not shown; [ ] = dose if it differs, or a comment. The call rests on the fitted dose curve; in most records, active means well fitted curve in the direction sought with a large enough effect; inconclusive means small, poorly fitted or top-dose-only effect, or another doubt; inactive means no such curve, though single readings can be large; an effect the other way counts as inactive or inconclusive. On the % scale 0 is the no-effect control and ±100 the full control effect; potency means the concentration at half of the fitted maximal effect.

| Molecule | TDP1 cell CPT | FEN1 inh | KAT2A inh |
| --- | --- | --- | --- |
| O=S(=O)(c1ccc2ccccc2c1)N1CCCCCC1 | 4.0% | -5.6% | -14.1% |
| CC(C)c1nc2ccc(C(=O)NC(C)c3ccccc3)cc2o1 (configuration not stated) | -26.3% | 56.6% | 4.1% |
| CCCCOC(=O)Nc1nnc(CC(=O)NCc2ccccc2)s1 | 2.0% | 0.4% | -0.5% |
| Cc1ccccc1NC(=O)Cc1cccs1 | -1.2% | -1.7% | -6.4% |
| CCC(C)C(NC(=O)C1CCC(C)CC1)C(=O)NCCc1ccc(S(N)(=O)=O)cc1 (configuration not stated) | -1.9% | 0.8% | 25.3% |
| C=CCOc1ccc(/C=C(\C#N)C(=O)Nc2ccccn2)cc1OC | 4.5% | -8.8% | -5.3% |
| O=C(CSCc1cc(=O)n2ccsc2n1)Nc1ccc(F)cc1 | 9.7% | 20.6% | -24.9% |
| O=C(CSc1ccc(F)cc1)Nc1ccc(Br)cc1 | -29.8% | -16.6% | -6.7% |
| CCOc1ccc2nc(NCCNS(=O)(=O)c3ccccc3)c(C#N)cc2c1 | u | -15.4% | -1.8% |
| Cc1ccc(NC(=O)C2(N(C(=O)Cn3nnnc3N)c3ccc(C)cc3)CCCCC2)cc1 | -12.3% | -7.5% | -12.3% |

3 neighbouring compounds from above:
| Molecule | TDP1 cell CPT | FEN1 inh | KAT2A inh |
| --- | --- | --- | --- |
| Cc1ccccc1NC(=O)Cc1cccs1 | -1.2% | -1.7% | -6.4% |
| CCC(C)C(NC(=O)C1CCC(C)CC1)C(=O)NCCc1ccc(S(N)(=O)=O)cc1 (configuration not stated) | -1.9% | 0.8% | 25.3% |
| C=CCOc1ccc(/C=C(\C#N)C(=O)Nc2ccccn2)cc1OC | 4.5% | -8.8% | -5.3% |

Going on with the list:
| Molecule | TDP1 cell CPT | FEN1 inh | KAT2A inh |
| --- | --- | --- | --- |
| CC1CCCCC1NC(=O)CCS(=O)(=O)c1ccc(Cl)cc1 (configuration not stated) | u | 5.8% | -1.4% |
| COc1ccc(CNS(=O)(=O)c2cn(C)c(=O)n(C)c2=O)cc1 | -1.6% | -1.0% | -4.8% |
| CCOC(=O)c1sc2nc(CC(=O)OC)nc(NCc3ccc(F)cc3)c2c1C | 18.4µM* | -13.0% | -1.5% |
| CSc1ccccc1NC(=O)c1ccc(N2CCCC2=O)cc1 | 7.2% | -7.4% | -9.5% |
| COCCn1c(N)c(S(=O)(=O)c2cccs2)c2nc3ccccc3nc21 | 0.2% | 10.9% | -15.5% |
| CCc1ccccc1Nc1cc(C(=O)NCc2ccc(C)cc2)c2ccccc2n1 | 20.6µM* | 2.0% | -9.9% |
| CC(=O)Nc1ccc(OCC(O)Cn2cccn2)cc1 (configuration not stated) | 4.9% | 28.1% | -6.2% |
| Cc1c(Cl)cccc1NC(=O)C(=O)NCCc1csc(-c2cccc(F)c2)n1 | -9.0% | 2.8% | -11.2% |
| COc1ccccc1CNCC(=O)Nc1ccc(N(C)C)cc1 | u | -5.5% | 3.0% |
| CCOC(=O)Cn1c(=O)c(-c2ccccc2NC)nc2ccccc21 | -28.1% | -7.2% | -1.9%[0.501 µM] |
| COc1cccc(-n2cnnn2)c1 | -6.1% | -3.6% | x |
| CC(=O)c1sc(C(=O)O)c(-c2ccco2)c1-c1ccco1 | 10.9% | u | -5.5% |
| COC(=O)Cc1ccc(NC(=S)Nc2cccc(C)n2)cc1 | u | -0.9% | -24.2% |
| C[C@H](NC(=O)c1nc[nH]c1C(=O)NCc1ccccc1)C(=O)OCc1ccccc1 | 4.6% | -17.4% | -0.2% |
| CCN1C[C@@H]2[C@@H]3C(=O)N(Cc4ccccc4)C(=O)[C@@H]3[C@](CC)(C1=O)N2C(=O)c1ccc(C(F)(F)F)cc1 | -8.3% | 12.4% | 2.5% |
| CCSc1ncc(Cl)c(C(=O)Nc2ccc(S(=O)(=O)Nc3onc(C)c3C)cc2)n1 | -23.7% | -3.4% | -17.6% |
| CCCn1c2ccccc2c2cnn(CC(=O)N3CCN(C4CCCCC4)CC3)c(=O)c21 | 0.1% | -5.4% | -4.3% |
| CCOC(=O)c1sc2nc(C)nc(NCc3ccc(F)cc3)c2c1C | 25.9µM* | -2.4% | -7.3% |
| Cc1csc(=Nc2c(C)n(C)n(-c3ccccc3)c2=O)n1-c1ccccc1 | 9.6% | -0.3% | 1.4% |
| CCc1c(C)sc2nc3c(C(=O)N4CCOCC4)cc(C(=O)c4cc(F)ccc4O)cn3c(=O)c12 | 23.1µM* | -17.0% | -1.3% |
| Cc1cccc(NC(=O)N2CCC(CN3CCOCC3)CC2)c1C | -6.9% | 1.7% | -1.3% |
| CCCOc1ccc(OCCNC2CCCC2)cc1 | -20.6% | 2.0% | -20.8% |
| CCOC(=O)N1CCN(C(=O)CNC(=O)c2nn(-c3ccc(OC)c(Cl)c3)c(=O)c3ccccc23)CC1 | u | -8.3% | 0.0% |
| O=C(NC1CCCc2c1cnn2-c1cc(F)cc(F)c1)c1cc[n+]([O-])cc1 (configuration not stated) | -15.3% | -0.5% | -25.9% |
| CCOc1ccc(NC(=O)c2cnn3c2NC(c2ccccc2)=CC3c2cccc(OC)c2OC)cc1 (configuration not stated) | u | 2.8% | -15.2% |
| O=C(c1cccc(Cl)c1)N(Cc1ccco1)Cc1ccccc1Cl | u | -12.5% | -4.5% |
| CCOc1ccc(C2C(C(=O)c3cccs3)=C(O)C(=O)N2Cc2cccnc2)cc1OC (configuration not stated) | 15.6% | -5.6% | 14.1% |
| Cc1[nH]c2c(ccc3cccnc32)c1C | 15.8% | -0.1% | -1.7% |
| CCN(CC)S(=O)(=O)c1cc(C(=O)Nc2ccncc2)ccc1Cl | 23.1µM* | -6.7% | -14.5% |
| CCOC(=O)C1CCCN(c2c(Nc3ccc(OCC)cc3)c(=O)c2=O)C1 (configuration not stated) | 4.1% | 3.8% | -6.1% |

The closing four compounds of the section above come first, to join the parts:
| Molecule | TDP1 cell CPT | FEN1 inh | KAT2A inh |
| --- | --- | --- | --- |
| CCOc1ccc(C2C(C(=O)c3cccs3)=C(O)C(=O)N2Cc2cccnc2)cc1OC (configuration not stated) | 15.6% | -5.6% | 14.1% |
| Cc1[nH]c2c(ccc3cccnc32)c1C | 15.8% | -0.1% | -1.7% |
| CCN(CC)S(=O)(=O)c1cc(C(=O)Nc2ccncc2)ccc1Cl | 23.1µM* | -6.7% | -14.5% |
| CCOC(=O)C1CCCN(c2c(Nc3ccc(OCC)cc3)c(=O)c2=O)C1 (configuration not stated) | 4.1% | 3.8% | -6.1% |
| Cc1[nH]c2ccc(-c3nnc(SCC(=O)c4ccc(F)cc4)o3)cc2c1C | u | -8.3% | -0.1% |
| O=C(COC(=O)CC(NC(=O)c1ccccc1Cl)c1ccccc1)Nc1cccc(F)c1 (configuration not stated) | -4.2% | 6.8% | -1.5% |
| CC1CN(Cc2cc(=O)oc3cc(O)ccc23)CC(C)O1 (configuration not stated) | 13.9% | -6.5% | -15.7% |
| CCOc1ccc2ccccc2c1/C=N/NC(=O)c1ccc(C)nc1 | 3.9% | 0.3% | 8.7% |
| COC(=O)c1cccc(C(=O)Nc2ccc(C)cc2)n1 | 0.9% | -11.6% | 0.3% |
| Fc1ccc(-c2csc(N3CCSCC3)n2)cc1 | 15.1% | -3.6% | -8.2% |
| CC(C)C(C)NC(=O)CN1C(=O)NC(c2ccccc2)(c2ccccc2)C1=O (configuration not stated) | 8.2% | 9.5% | -0.3% |
| O=C(NCc1cccc(F)c1)c1ccc2nc(CCc3ccccc3)oc2c1 | 20.6µM* | -9.9% | 2.1% |
| C=CCNC(=O)c1ccc(OC)cc1 | -20.1% | -4.2% | -5.4% |
| CCCC(=NCCc1c(C)[nH]c2ccccc12)C1=C(O)CC(c2ccccc2)CC1=O (configuration not stated) | 0.581µM* | -3.6% | -5.1% |
| C/C(=N/Nc1ncc(C(F)(F)F)cc1Cl)c1ccncc1 | -19.2% | -15.6% | -8.5% |
| CCCCC1C2=C(CC(C)(C)CC2=O)OC2=C1C(=O)CC(C)(C)C2 | u | -14.9% | -16.6% |
| CN(Cc1ccccc1)C(=O)COc1ccc2ccccc2c1 | -26.0% | 11.2% | x |
| COC(=O)c1c(-c2cccs2)csc1NC(=O)c1cc(OC)c(OC)c(OC)c1 | 9.2µM* | u | 25.1µM* |
| Cc1[nH]n(C(N)=S)c(=O)c1N=Nc1cccc(C(F)(F)F)c1 | u | 0.0% | 14.2% |
| O=C(Nc1ccc(Cl)c(Cl)c1)C1CC(=O)N(c2ccc(Br)cc2)C1 (configuration not stated) | u | -14.5% | -4.9% |
| CC(=O)N1CCC2(CC1)CCN(c1ccccn1)CC2 | -0.4% | x | -12.0% |
| COc1ccc(-c2cn3nc(N4CCC(C(=O)Nc5cc(Cl)ccc5C)CC4)sc3n2)cc1 | u | 5.3% | -4.9% |
| Cc1nc2[nH]c(=S)[nH]c2c(=O)[nH]1 | 5.8% | 10.6% | x |
| CCOC(=O)c1[nH]c2c(c1Cc1ccccc1OC)C(=O)CC(c1ccc(OCC)cc1)C2 (configuration not stated) | 8.2µM* | -7.6% | -4.5% |
| Cc1cc(C)nc(N2CCC(C(=O)Nc3ccc4c(c3)OCCO4)CC2)n1 | u | -16.8% | 1.2% |
| Clc1cc(/C=N\NC2=NCCN2)cc(Cl)n1 | -20.8% | -4.3% | x |
| Cc1cccc(NC(=O)CN2CCN(C(=O)C(C)Oc3ccc(C#N)cc3)CC2)c1C (configuration not stated) | -28.5% | 16.8% | -3.7% |
| Nc1nc2cc(Cl)c(Br)cc2o1 | -0.9% | 11.2% | x |
| CCc1cc2cc(C)cc(C)c2nc1SCC(=O)N1CCN(C(=O)c2ccco2)CC1 | u | -5.4% | 3.1% |
| CC1C(=O)OC(c2ccc(Br)cc2)C(C)(C)C1=O (configuration not stated) | -22.9% | -13.8% | -6.5% |
| COc1ccc(C(=O)Nc2ccc(-c3nnn(CC(=O)NCc4ccco4)n3)cc2)cc1 | u | -9.8% | -2.8% |
| CC(=O)NC(=S)Nc1ccc(NC(=O)COc2ccc(C(C)C)cc2)cc1 | -4.2% | 0.7% | 0.8% |
| O=C(O)CCCN=Cc1c(O)c2ccccc2oc1=O | -10.1% | 13.5% | -5.2% |
| O=C(NNC1CC(=O)N(c2ccc(Br)cc2)C1=O)c1ccco1 (configuration not stated) | 2.3% | -6.2% | -4.5% |
| CC(C)(C)C(=O)NC1(C(F)(F)F)C(=O)Nc2c1c(=O)[nH]c(=O)n2-c1ccccc1 (configuration not stated) | 9.1% | 17.5% | -7.6% |
| CCOC(=O)c1cc(-c2ccc(/C=C3/C(=O)NC(=O)C(C#N)=C3C)o2)ccc1Cl | u | u | u |
| COc1cc(S(=O)(=O)N(Cc2cccs2)C2CC2)ccc1-n1cnnn1 | u | -0.3% | x |
| Cc1ccc(OCCCC(=O)Nc2ccccc2C(F)(F)F)cc1 | -13.0% | 2.6% | 32.4%[activator] |
| COc1ccc(/C=C/C=C2\N=C(SC)SC2=O)cc1 | 23.1µM* | -3.4% | -2.7% |
| CCc1c(C)c2ccc(OC(C)C(=O)NC(Cc3c[nH]c4ccc(O)cc34)C(=O)O)c(C)c2oc1=O (configuration not stated) | -10.7% | -11.2% | -1.2% |
| Cc1ccc2nc3c(c(C(=O)O)c2c1)CCC3 | -7.5% | u | -1.0% |
| Cc1ccc(C)c(NC(=O)CN(C)C(=O)CN2C(=O)NC3(CCc4ccccc43)C2=O)c1 (configuration not stated) | 9.2µM* | -3.0% | -2.6% |
| Cc1c(C(=O)O)sc2nc(-c3cccs3)cc(C(F)(F)F)c12 | -13.4% | u | -11.8% |
| COc1ccccc1CNS(=O)(=O)c1ccc2c(c1)CC(C)N2C(C)=O (configuration not stated) | u | -12.7% | -8.8% |
| CCCC(=O)Nc1cc(C(=O)O)ccc1Sc1ccc(C)cc1 | -2.4% | 4.3% | -11.3% |
| COc1cccc(C(CNC(=O)C2CCN(C(=O)Nc3ccccc3)CC2)N(C)C)c1 (configuration not stated) | 8.2% | -1.2% | -2.9% |
| O=C(c1csnn1)N1CCC[C@@]2(CCN(c3ccccc3)C2)C1 | -17.7% | x | -11.0% |
| CC[C@]12c3[nH]c4cc(CCC(=O)N(C)C)ccc4c3CCN1C(=O)[C@@H](CC(=O)NCCCOC)C[C@@H]2C(=O)N1CCN(C(=O)c2ccco2)CC1 | -9.7% | -13.2% | 2.4% |
| CNc1nc(OC)nc(N2CCOCC2)n1 | 11.4% | -2.8% | -1.3% |
| COc1ccccc1CN1CC[C@@]2(CCCN(C(=O)c3ccncc3)C2)C1 | -2.4% | x | -4.6% |
| COc1ccccc1N1CCN(c2cc(C)nc3c(-c4ccc(Cl)cc4)c(C)nn23)CC1 | 20.3% | -3.2% | -2.8% |
| O=C(C[C@H]1C/C=C\C[C@H](Cc2ccc(F)cc2)C(=O)O[C@@H](c2ccccc2)CNC1=O)N[C@@H](CO)Cc1ccccc1 | 20.6µM* | -12.2% | -3.8% |

A portion of the library. The share of hits here may be higher or lower than overall.
